Assay outcomes as filed in PubChem.
PG9 Ab binder = small molecules binding HIV-1 gp120 antibody PG9. TR-FRET gp120-PG9 antibody binding. inhibition, % at 6.7 µM. 360,000 compounds, 0.43% hits. AID 624416; in the data active = inhibition above about 8.5%
TCR-CD3 inh = human TCR-CD3 binding inhibition; TAMRA-labeled TCR probe fluorescence, biochemical; 360,000 compounds, 0.37% hits; inhibition, % at 9.4 µM; in the data active = inhibition above about 19%;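 also: recombinant mutant TCR 2C K166C tagged with TAMRA read by polarization; 0% = receptor in buffer alone and 100% = receptor with positive control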
rCAG binder = molecules binding r(CAG) RNA repeats. AID 651821. 370,000 compounds, 1.3% hits. inhibition, % at 3 µM. r(CAG) RNA repeat, TO-PRO-1 dye displacement fluorescence;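 active = inhibition above the plate cutoff, the mean of all test compounds on that plate plus 3 SD, cut at about 35% in these data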;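 also: 0% = DMSO alone and 100% = 100 µM mitoxantrone as full dye displacement; higher means more dye released from RNA so lower well fluorescence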
PRMT1 inh = PRMT1 (human) inhibition, primary screen | Q99873 | recombinant PRMT1, activity-based probe fluorescence polarization | AID 652257 | inhibition, % at 2.79 µM | 370,000 compounds, 1.3% hits;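 active = inhibition above about 21% made by adding two undisclosed values, limit read from the data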
LEDGF integ inh = blocks HIV-1 LEDGF/p75-dependent DNA integration. 370,000 compounds, 0.64% hits. inhibition, % at 3.7 µM. TR-FRET IN-LEDGF/p75 DNA integration, Eu/Cy5;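 active = inhibition above the screen-wide mean plus 3 SD, cut at about 13% in these data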;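 also: signal is the Cy5 over europium emission ratio at 671 and 618 nm; 0% = plate median of compound wells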
SIAE primary = human SIAE inhibition, primary screen | inhibition, % at 9.66 µM | SIAE FP-Rh probe binding, fluorescence polarization | 370,000 compounds, 0.69% hits;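 active = inhibition above a cutoff: mean of compounds within the control limits plus 3 SD of those, cut at about 17% in these data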;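 also: 0% = plate median of compound wells and 100% = probe without SIAE protein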
Target sequence (Q9HAT2 whole entry, looked up): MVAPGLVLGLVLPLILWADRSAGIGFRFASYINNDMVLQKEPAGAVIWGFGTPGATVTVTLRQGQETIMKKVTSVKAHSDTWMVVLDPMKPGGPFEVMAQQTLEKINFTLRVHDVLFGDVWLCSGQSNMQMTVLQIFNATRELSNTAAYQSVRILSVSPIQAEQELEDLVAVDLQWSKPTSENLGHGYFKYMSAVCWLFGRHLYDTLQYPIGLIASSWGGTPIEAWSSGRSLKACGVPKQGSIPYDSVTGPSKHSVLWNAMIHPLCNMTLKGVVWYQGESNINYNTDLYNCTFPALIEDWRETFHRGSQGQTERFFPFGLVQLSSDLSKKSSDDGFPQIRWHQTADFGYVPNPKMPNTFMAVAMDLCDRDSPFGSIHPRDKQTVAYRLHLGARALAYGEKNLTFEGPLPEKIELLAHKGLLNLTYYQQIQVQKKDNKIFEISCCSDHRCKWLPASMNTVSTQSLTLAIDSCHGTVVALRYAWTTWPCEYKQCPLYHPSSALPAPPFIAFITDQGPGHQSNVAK
TDP2 absorb = blocks human TDP2 phosphodiesterase activity; O95551; recombinant TDP2, T5PNP hydrolysis, p-nitrophenol absorbance 415 nm; inhibition, % at 12.8 µM; 370,000 compounds, 0.34% hits; AID 720702;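 active = inhibition above the mean of all tested compounds plus 3 SD, set per campaign, cut at about 25% in these data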;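 also: 0% = DMSO with enzyme and 100% = buffer with substrate but no TDP2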
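Assay system: recombinant human TDP2 / Reagent: T5PNP substrate at 5 mM, a TopII-DNA adduct mimic / Measured by: epi absorbance from released p-nitrophenol / Evaluation: % inhibition relative to enzyme-containing and enzyme-free wells / Control set: enzyme-free and DMSO wells / Replicates: each compound tested once, singlicate / Schedule: enzyme reaction with compound for 2 h at 37 °C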
mABHD4 FP = ABHD4 (mouse) inhibition, primary FP screen; Q8VD66; purified mABHD4, FP-Rh probe fluorescence polarization; inhibition, % at 8.92 µM; 370,000 compounds, 0.54% hits; AID 720543;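 active = inhibition exceeding the mean over every tested compound plus 3 SD, cut at about 30% in these data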;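 also: 0% = plate median of compound wells and 100% = S159A mutant with DMSO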
Target sequence (Q8VD66 whole entry, looked up): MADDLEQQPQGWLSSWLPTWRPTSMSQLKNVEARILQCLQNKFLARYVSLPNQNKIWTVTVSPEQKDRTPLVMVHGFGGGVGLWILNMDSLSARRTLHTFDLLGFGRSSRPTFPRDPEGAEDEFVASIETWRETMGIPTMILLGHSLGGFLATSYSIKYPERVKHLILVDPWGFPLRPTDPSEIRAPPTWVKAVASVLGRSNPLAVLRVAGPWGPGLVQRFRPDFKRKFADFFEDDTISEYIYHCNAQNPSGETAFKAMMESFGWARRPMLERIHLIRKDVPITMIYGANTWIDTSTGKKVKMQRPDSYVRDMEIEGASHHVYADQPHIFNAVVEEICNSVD
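system = mouse ABHD4 enzyme, wild type | medium = HEPES pH 7.0, NaCl, Pluronic buffer | also added = FP-Rh probe | incubation = Enzyme–compound pre-incubation 45 min, then probe 60 min, both 25 °C | technique = fluorescence polarization, excitation 525 nm, emission 598 nm, BODIPY TMR filters | controls = S159A mutant high control, sample median low control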
HTRA1 inhibitor = blocks human HTRA1 serine peptidase; Q92743; recombinant HTRA1, FP-rhodamine activity-based probe, fluorescence polarization; inhibition, % at 5.96 µM; 340,000 compounds, 0.5% hits; AID 504803; in the data active = inhibition above about 36%;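 also: 0% = enzyme with DMSO and 100% = wells lacking enzyme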
NR1D1 modulator = Rev-erb alpha (human) modulation; P20393; Rev-erbα–FITC-DNA binding, fluorescence polarization, 90 min; activity, % at 10 µM; 370,000 compounds, 0.79% hits; AID 1259318;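 active = activity above about 14%, limit read from the data; passing the limit was not always enough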;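 also: 0% = DMSO wells with 35 nM protein and 100% = DMSO wells with 750 nM protein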
An asterisk follows results filed as active; / = not tested or not shown. An excerpt, so the mix of outcomes need not match the whole.

SMILES	PG9 Ab binder	TCR-CD3 inh	rCAG binder	PRMT1 inh	LEDGF integ inh	SIAE primary	TDP2 absorb	mABHD4 FP	HTRA1 inhibitor	NR1D1 modulator
CN(CC(=O)O)S(=O)(=O)c1ccc2oc3ccccc3c2c1	-0.1	-1	8	3	-7	-7	-1	-6	-2	-2
CCC(=O)Nc1ccc(NC(=S)NC(=O)/C=C/c2ccco2)cc1	-0.4	-2	21	8	5	14	9	14	-4	2
O=C(NCc1ccc2c(c1)OCO2)c1ccc2c(c1)N(Cc1c(F)cccc1Cl)C(=O)CS2	-1.4	7	3	-4	0	-6	7	-2	-26	1
N#Cc1cccc(C(c2nnnn2C2CCCC2)N2CCC(Cc3ccccc3)CC2)c1 (stereo not given)	0.9	-2	5	5	1	-8	-4	-7	0	3
O=C(NCCCO)/C(=C/c1ccco1)NC(=O)c1ccc(Br)o1	-4.5	6	1	-1	-1	-2	11	0	5	1
Cc1ccc(S(=O)(=O)N2CCOCC2)cc1NC(=O)COC(=O)CCOc1ccc(C(C)(C)C)cc1	-1.0	6	0	2	-1	-9	-3	4	-11	-3
COc1cccc(CNC(=O)C2CCN(c3nnc(N4CCCC4=O)s3)CC2)c1	0.0	-8	2	3	-5	-2	2	1	-5	-2
Cc1csc(SCC(=O)NC(=O)NC2CCCC2)n1	-0.1	-4	-6	0	0	-3	6	-2	/	-4
CCOC(=O)c1c(NC(=O)CSc2nnc(-c3ccco3)o2)sc(C)c1C	-3.5	0	5	0	-1	-5	7	-5	-8	3
COc1ccc(C(CNC(=O)c2ccco2)N2CCCC2)cc1 (stereo not given)	0.7	-5	2	4	-2	4	-2	2	4	6
COc1cccc(/C=N/NC(=O)c2cc(C34CC5CC(CC(C5)C3)C4)[nH]n2)c1	0.5	2	1	0	0	-39	1	-5	-100	-4
CCC(CC)c1nnc(NC(=O)Cc2c[nH]c3ccccc23)s1	2.4	1	4	-2	0	-5	-5	-5	-7	-11
COc1ccc2oc(C(=O)NCc3ccco3)c(C)c2c1	-1.1	1	1	-1	3	0	-3	-11	-9	-3
CN(CC(=O)OCC(=O)NCc1ccccc1)S(=O)(=O)c1ccc(F)cc1	1.4	-8	-4	-1	4	0	-1	-2	5	-4
COc1cccc(CC(NC(C)=O)C(=O)NC2CCN(C(=O)Nc3ccc(C)cc3)CC2)c1 (stereo not given)	1.9	-3	-4	-3	1	14	0	0	-4	1
O=C(CCC1CCCC1)NNC(=O)c1ccc(F)cc1	-2.0	2	0	1	2	-7	2	-1	-2	0
O=C(c1cnc2ccc(Cl)cc2c1Cl)N1CCOCC1	0.6	5	-3	-9	4	-3	9	-1	2	3
CC(C)C(NC(=O)c1ccccc1)C(=O)OCc1cc([N+](=O)[O-])cc2c1OCOC2 (stereo not given)	-2.5	7	0	-1	3	0	0	-2	-10	-5
O=C1NC(c2ccc(Cl)cc2)Oc2ccccc21 (stereo not given)	-2.1	4	-3	0	-1	-5	9	0	3	3
CC(C)N1CCC(N2CCN(Cc3ccc4nonc4c3)CC2CCO)CC1 (stereo not given)	-1.2	4	2	-1	1	0	-2	2	0	-1
Cc1ccc(C)c(S(=O)(=O)N2CCN(C(=O)c3ccncc3)CC2)c1	-0.6	0	-3	3	0	2	-4	0	-1	8
O=C(N/N=C/c1ccncc1)c1cccc(S(=O)(=O)Nc2ccc(Cl)cc2)c1	-0.1	-8	11	5	1	-160	1	-81	-50	17
Cc1cccc(Cc2nnc(CCC(=O)N(C)C3CCOC3)o2)c1 (stereo not given)	-0.3	-2	-3	-8	4	3	-3	-4	2	1
O=C(CSc1nc2ccccc2c(=O)n1CCCN1CCOCC1)Nc1ccc(Br)cc1	-1.6	16	1	0	-1	-7	-3	0	-16	-9
CC(=O)Nc1ccc(C(=O)N2CCCCC2c2cc(C(=O)NCc3ccccc3)no2)cc1 (stereo not given)	-1.3	4	2	-3	-1	5	3	1	/	-3
Cc1noc(C)c1S(=O)(=O)N1CCCC(C(=O)NCCC2=CCCCC2)C1 (stereo not given)	0.7	1	-3	-1	-1	3	5	3	-5	-4
CCc1nn(C(CC)C(=O)NCCCc2ccccc2)c(=O)c2cc3occc3n12 (stereo not given)	0.1	3	-3	-2	3	10	4	3	-5	1
COc1ccccc1CCNS(=O)(=O)c1cc2c3c(c1)CCN3C(=O)CC2	-2.3	-3	0	-6	4	-6	-13	7	4	0
Cc1c(F)cccc1NS(=O)(=O)c1ccc(N2CCCC2=O)cc1	-0.3	2	13	7	6	-1	-1	0	-7	-4
O=C(O)c1c[nH]c2c(C(F)(F)F)cccc2c1=O	0.4	2	3	3	-1	12	7	9	5	0
CCn1c(CC(=O)Nc2ccc(C)c(Cl)c2)nnc1SCCOc1ccc(OC)cc1	-2.1	3	1	-2	2	9	10	0	-7	6
COc1ccc(N2CCN(C(=O)C3CCN(S(=O)(=O)c4ccc(C)cc4)CC3)CC2)cc1	-2.8	1	-3	-5	0	3	8	0	5	-5
CCOCCCNC(=O)c1ccc(/C=C2\Oc3ccccc3N(C)C2=O)cc1	-0.7	-9	0	6	-4	-6	-10	1	-2	1
COC(=O)c1cc(S(=O)(=O)N2CCN(c3ccc(F)cc3)CC2)c[nH]1	-0.2	-6	0	5	-3	-2	10	0	-1	0
C=CCO[C@H]1CN(C(=O)OC)[C@@H]2C[C@H]1Oc1ccccc12	-0.6	0	-2	0	-1	-6	-3	-16	/	-4
Cc1ccc(-c2cc(C(=O)N/N=C/c3c(C)nn(-c4ccccc4)c3C)n[nH]2)s1	-1.6	-7	9	1	-5	-90	-7	-37	-69	8
CC(=O)Nc1ccc(NS(=O)(=O)c2ccccc2)cc1	-0.8	10	0	1	0	1	-6	-4	10	6
O=C(NCCNS(=O)(=O)c1ccccc1)c1ccc([N+](=O)[O-])cc1	-1.4	3	3	-2	0	-1	-15	3	2	9
CCc1cc(C(=O)c2ccc(C)cc2)c(NC(=O)CCl)s1	-0.7	-2	4	-2	1	5	4	-11	-16	0
CCC1CCCN1Cn1cnc2c([nH]c3ccc(C)cc32)c1=O (stereo not given)	-0.3	-8	-1	-2	-2	5	11	0	6	5

Given with two lines to a compound: entries from further up
Screens in order: PG9 Ab binder, TCR-CD3 inh, rCAG binder, PRMT1 inh, LEDGF integ inh, SIAE primary, TDP2 absorb, mABHD4 FP, HTRA1 inhibitor, NR1D1 modulator
Cc1ccc(-c2cc(C(=O)N/N=C/c3c(C)nn(-c4ccccc4)c3C)n[nH]2)s1
  -1.6, -7, 9, 1, -5, -90, -7, -37, -69, 8
CC(=O)Nc1ccc(NS(=O)(=O)c2ccccc2)cc1
  -0.8, 10, 0, 1, 0, 1, -6, -4, 10, 6
O=C(NCCNS(=O)(=O)c1ccccc1)c1ccc([N+](=O)[O-])cc1
  -1.4, 3, 3, -2, 0, -1, -15, 3, 2, 9
CCc1cc(C(=O)c2ccc(C)cc2)c(NC(=O)CCl)s1
  -0.7, -2, 4, -2, 1, 5, 4, -11, -16, 0
CCC1CCCN1Cn1cnc2c([nH]c3ccc(C)cc32)c1=O (stereo not given)
  -0.3, -8, -1, -2, -2, 5, 11, 0, 6, 5

(cont.)
SMILES	PG9 Ab binder	TCR-CD3 inh	rCAG binder	PRMT1 inh	LEDGF integ inh	SIAE primary	TDP2 absorb	mABHD4 FP	HTRA1 inhibitor	NR1D1 modulator
C=CCNc1ncnc2ccc(Br)cc12	1.0	4	-2	-3	1	1	-3	3	0	-3
Cc1cc(C)c2c(N)c(C(=O)NCC3CCCCC3)sc2n1	3.1	-4	-5	3	0	8	8	6	-15	-8
COCCn1c(=S)[nH]c2cc(C(=O)NCc3ccccc3)ccc2c1=O	1.3	-6	4	-4	0	0	-1	-11	4	0
CCc1ccc(CC(=S)N2CCOCC2)cc1	0.2	-3	-3	-1	1	9	6	1	5	3
Cc1ccc(C)c([N+](=O)[O-])c1	-1.9	-7	2	-1	-5	-2	-9	4	/	-2
Cc1ccc(C(=O)CCC(=O)Nc2ccccc2C)c(C)c1	-2.1	12	-4	-5	-8	-9	5	0	-4	-5
COc1ccc(CCN2CC(C(=O)O)CC2=O)cc1OC (stereo not given)	-1.5	7	-2	-3	1	-2	-2	3	6	0
CC(C)COP(=O)(OCC(C)C)C(Nc1ccccc1)c1ccc2c(c1)OCO2 (stereo not given)	-2.0	1	-11	0	-4	2	-8	8	-16	7
CC(Sc1n[nH]c(N)n1)C(=O)Nc1cccc(S(=O)(=O)N2CCOCC2)c1 (stereo not given)	-2.7	6	2	0	0	1	1	-5	3	4
Cc1ccc(OCC(=O)NC(C)c2ccccc2)cc1 (stereo not given)	1.9	2	-8	-3	1	4	-9	2	3	-2
CC1CC(C)CN(S(=O)(=O)c2ccc(C(=O)NCc3ccco3)cc2)C1 (stereo not given)	-0.1	10	-3	-1	0	-4	3	0	-9	2
CC1c2cc3c(cc2CCN1S(=O)(=O)c1ccccc1)OCCCO3 (stereo not given)	-2.0	7	-5	0	-1	7	5	1	-2	-1
COc1cc2[nH]c3c(OC)ncnc3c2cc1OC	2.9	-5	1	5	6	-6	3	-6	-2	-2
Cc1ccc(CN2CCN(Cc3cc(=O)c4ccccc4[nH]3)CC2CCO)o1 (stereo not given)	1.6	0	-2	-2	-2	17*	1	0	0	5
Cc1cc(C)cc(N(CC(=O)NC2CCC(C)CC2)S(=O)(=O)c2ccccc2)c1 (stereo not given)	/	/	2	2	-2	-6	4	15	/	-2
COc1cc(/C=N/NC(=O)c2[nH]nc3c2CCc2ccccc2-3)ccc1O	-0.4	-2	8	-2	-4	-5	3	4	-14	2
CCOc1ccc(CCNC(=O)Cn2c(-c3nonc3N)nc3ccccc32)cc1OCC	0.1	5	2	-4	1	-5	8	0	2	6
O=C(c1ccccc1F)N1CCN(C2CCC(c3ccccc3)CC2)CC1 (stereo not given)	-0.7	1	-8	-5	4	2	-14	13	0	7
COc1ccc(CCN2C(=O)N(c3ccc(OC)cc3)C(=O)C2CC(=O)Nc2ccccc2)cc1 (stereo not given)	-1.4	-2	2	-2	1	5	4	2	-13	5
O=S(=O)(c1ccc(Cl)cc1)N(CCCN1CCOCC1)Cc1cccs1	-1.6	5	-5	-1	3	-7	9	6	7	3
COc1ccc(NC(=O)C2CC(c3cc(OC)c(OC)c(OC)c3)=NO2)cc1OC (stereo not given)	-2.5	-1	4	1	2	4	-8	1	2	1
O=C(Cn1cnc2ccccc2c1=O)NCC(=O)N1CCN(c2ccccn2)CC1	-0.5	-1	-5	4	-3	-6	8	5	-9	-5
Cc1cccc(/N=C/c2c(O)cc(C)oc2=O)n1	0.6	3	2	-1	1	1	-1	6	-2	-7
CC(OC(=O)CCc1c[nH]c2ccccc12)C(=O)c1ccccc1 (stereo not given)	-0.1	5	-3	-4	-2	1	-18	-10	-15	2
Cc1ccc([C@H]2C[C@H](O)[C@@H](n3cc(-c4ccc(F)cc4)nn3)CN2CC2CCCCC2)cc1	-1.9	-4	3	0	-5	-2	-3	-4	-12	-6
CSc1nc2ccc(NC(=O)NC(=O)c3c(F)cccc3F)cc2s1	-4.1	-2	-1	-5	3	-1	8	1	0	2
